Screening data: PubChem BioAssay, National Center for Advancing Translational Sciences (NCATS)
Giardia FBPA inh = qHTS Assay for Inhibitors of Fructose-1,6-bisphosphate Aldolase from Giardia Lamblia | purified Giardia FBPA | Potency, µM (top dose mostly 59.6 µM), for inactives: top-dose activity, negative = inhibition, actives largely listed as inhibitors | 0.71% of 290,000 active | AID 2451, 2010; further: potency means the concentration at half of the fitted maximal effect; nearly all actives have a fitted effect of over 55% in size
Target sequence (A8B2U2 whole entry, looked up): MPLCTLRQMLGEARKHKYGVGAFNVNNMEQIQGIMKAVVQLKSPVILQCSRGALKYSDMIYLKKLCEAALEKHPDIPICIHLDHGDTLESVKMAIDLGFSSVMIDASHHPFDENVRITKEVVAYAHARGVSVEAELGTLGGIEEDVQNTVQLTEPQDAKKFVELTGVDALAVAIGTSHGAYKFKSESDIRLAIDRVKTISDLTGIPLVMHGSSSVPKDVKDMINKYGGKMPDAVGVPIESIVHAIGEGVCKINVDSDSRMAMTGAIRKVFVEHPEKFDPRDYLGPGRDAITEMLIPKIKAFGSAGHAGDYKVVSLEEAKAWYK
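Giardia FBPA (40 nM reagent) was preincubated 10 min at RT with compound (up to 57.5 uM final), then substrate plus GAPDH/TPI/NAD/arsenate coupling system with diaphorase/resazurin was added; resorufin fluorescence (525/598 nm) was read after 20 min.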
Sm TGR block = qHTS Assay for the Inhibitors of Schistosoma Mansoni Peroxiredoxins; Schistosoma mansoni thioredoxin glutathione reductase (TGR), Q962Y6; purified TGR, DTNB reduction, TNB absorbance 405 nm; Potency, µM (series often up to 114 µM), without a hit: top-dose activity change, negative = inhibition, hits mostly inhibitors; 3% of 360,000 active; AID 485364, 2010; further: potency means the concentration at half of the fitted maximal effect; nearly all actives have a fitted effect of over 60% in size
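TGR 20 nM + NADPH 100 uM (dispensed conc.), cpd preinc 15 min RT; start with NADPH (500 uM addition) then DTNB (15 mM addition). Kinetic TNB absorbance, 405 nm filter. Four-parameter Hill fit across titration.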
AmpC inh detg = qHTS Inhibitors of AmpC Beta-Lactamase (assay with detergent) | Potency, µM (doses to about 114 µM), inactives show top-dose activity change, negative = inhibition, usual class: inhibitors | AID 485294, 2010 | P00811 | 0.041% of 370,000 active | AmpC hydrolysis of nitrocefin, absorbance 480 nm, 0.01% Triton;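 further: potency means the concentration at half of the fitted maximal effect; 0% = no-compound wells and -100% = no-enzyme wells; nearly all actives have a fitted effect of over 25% in size; some results filed as inactive show a strong effect at the top dose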
Target sequence (P00811 whole entry, looked up): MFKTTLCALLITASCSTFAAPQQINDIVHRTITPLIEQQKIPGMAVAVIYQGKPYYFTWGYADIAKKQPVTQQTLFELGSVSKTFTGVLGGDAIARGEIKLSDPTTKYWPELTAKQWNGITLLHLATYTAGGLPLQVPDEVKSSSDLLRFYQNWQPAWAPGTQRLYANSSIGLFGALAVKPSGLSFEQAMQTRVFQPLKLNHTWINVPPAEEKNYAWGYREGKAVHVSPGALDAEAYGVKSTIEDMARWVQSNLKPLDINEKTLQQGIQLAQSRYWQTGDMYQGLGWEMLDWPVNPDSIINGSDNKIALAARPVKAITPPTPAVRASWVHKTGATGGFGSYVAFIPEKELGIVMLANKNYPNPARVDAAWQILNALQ
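AmpC (5.3 nM in the dispensed reagent) in 20 mM phosphate pH 7.0 with 0.01% (detergent screen) or 0.0001% Triton X-100 was preincubated with compounds for 15 min at room temperature. Nitrocefin was then added from an 800 uM solution, and hydrolysis was followed at 480 nm.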
AMA1 RON2 block = qHTS for Inhibitors of AMA1-RON; Towards Development of Antimalarial Drug Lead: Primary Screen | AlphaScreen AMA1-biotinylated RON2 peptide binding | Plasmodium falciparum AMA1 (3D7) - RON2 peptide interaction | Potency, µM (highest dose often 58.2 µM), for inactives: at the top dose activity change, negative = inhibition, most hits filed as inhibitors | 0.2% of 360,000 active;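 further: potency means the concentration at half of the fitted maximal effect; 0% = vehicle wells and -100% = peptide control; nearly all actives have a fitted effect of over 45% in size; some results filed as inactive show a strong effect at the top dose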
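AMA1 (3D7) with his tag at 25 nM final met compounds first, then biotinylated RON2 peptide at 25 nM; detection used donor plus acceptor beads, 10 µg/mL apiece, read by AlphaScreen after 30 min at room temperature.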
AmpC no deterg = qHTS Inhibitors of AmpC Beta-Lactamase (assay without detergent); P00811; AmpC nitrocefin hydrolysis, absorbance 480 nm, 0.0001% Triton; Potency, µM (series often up to 57.1 µM), inactives show top-dose activity change, negative = inhibition, hits mostly inhibitors; 0.52% of 330,000 active; AID 485341, 2010;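 further: potency means the concentration at half of the fitted maximal effect; plate controls were no compound for no effect and no enzyme for full effect; nearly all actives have a fitted effect of over 20% in size; some results filed as inactive show a strong effect at the top dose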
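20 mM phosphate pH 7.0 + 0.01% (detergent screen) or 0.0001% Triton X-100; 5.3 nM AmpC reagent; cpd preinc 15 min RT; nitrocefin (800 uM stock) to start; A480 q20 s × 4 min; Activity was normalised to no-enzyme and no-compound control wells.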
HCMV inh = qHTS Assay for inhibitors of the human cytomegalovirus (HCMV); 4.5% of 410,000 active; HFF cells, HCMV-luciferase reporter, 72 h; hits give low values; activity change, negative = inhibition, % at 57.5 µM; in the data active means activity change below about -60%; inconclusive means no clear call, values can overlap the other calls; inactive means above about -39%
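HFF cells seeded 16 h at 37C, treated with compounds, infected with luciferase-reporter HCMV at MOI 1 PFU/cell; luciferase read at 72 h post infection, normalized to buffer-only and Salinomycin controls.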
An asterisk follows results filed as active; & = joins results of further samples; [ ] = remark or other dose. Unless noted, the call rests on the fitted dose curve; in most records, active means well fitted curve in the direction sought with a large enough effect; inconclusive means small, poorly fitted or top-dose-only effect, or another doubt; inactive means no such curve, though single readings can be large; an effect the other way counts as inactive or inconclusive. Unless noted, on the % scale 0 is the no-effect control and ±100 the full control effect.

Start of the data: the first three entries, to show the layout:
Results for C/C(=N\NC(=O)c1ccn(C)n1)c1cccc(NC(=O)c2ccc(C)s2)c1 ?
Giardia FBPA inh: -6%; Sm TGR block: 7%; AmpC inh detg: -4%; AMA1 RON2 block: 0%; AmpC no deterg: -45%; HCMV inh: 14

Results for C=CCOc1ccc(C2/C(=C(\O)c3ccc4c(c3)CC(C)O4)C(=O)C(=O)N2CCN2CCOCC2)cc1OCC (centres undefined) ?
Giardia FBPA inh: -1%; Sm TGR block: 40µM*; AmpC inh detg: 0%; AMA1 RON2 block: 8%; AmpC no deterg: 58%; HCMV inh: -27

How did CCOc1cccc(OCCOc2ccc(C(=O)c3ccccc3)cc2)c1 do in these assays?
Giardia FBPA inh: 4%; Sm TGR block: -5%; AmpC inh detg: 6%; AMA1 RON2 block: 34%[activator]; AmpC no deterg: -17%; HCMV inh: -9

All compounds of this part, repeating the preview:
Results for C/C(=N\NC(=O)c1ccn(C)n1)c1cccc(NC(=O)c2ccc(C)s2)c1 ?
Giardia FBPA inh: -6%; Sm TGR block: 7%; AmpC inh detg: -4%; AMA1 RON2 block: 0%; AmpC no deterg: -45%; HCMV inh: 14

Results for C=CCOc1ccc(C2/C(=C(\O)c3ccc4c(c3)CC(C)O4)C(=O)C(=O)N2CCN2CCOCC2)cc1OCC (centres undefined) ?
Giardia FBPA inh: -1%; Sm TGR block: 40µM*; AmpC inh detg: 0%; AMA1 RON2 block: 8%; AmpC no deterg: 58%; HCMV inh: -27

How did CCOc1cccc(OCCOc2ccc(C(=O)c3ccccc3)cc2)c1 do in these assays?
Giardia FBPA inh: 4%; Sm TGR block: -5%; AmpC inh detg: 6%; AMA1 RON2 block: 34%[activator]; AmpC no deterg: -17%; HCMV inh: -9

How did CC(C)(C)c1ccc(/C=C/C(=O)NC2=NCCS2)cc1 do in these assays?
Giardia FBPA inh: -3%; Sm TGR block: 3%; AmpC inh detg: -14%; AMA1 RON2 block: -3%; AmpC no deterg: -22%; HCMV inh: 63

What do the screens show for `O=C(CSc1cccc[n+]1[O-])NCCCc1ccccc1`?
Giardia FBPA inh: 8%; Sm TGR block: -5%; AmpC inh detg: -5%; AMA1 RON2 block: -12%; AmpC no deterg: -9%; HCMV inh: -40

What do the screens show for `Cc1ccc(NC(=S)N2CCC(O)CC2)c(C)c1`?
Giardia FBPA inh: -3%; AmpC inh detg: 4%; AMA1 RON2 block: 11%; AmpC no deterg: -1%; HCMV inh: -1

Results for Cc1ccc(C)c(OCc2nnc(SCC(=O)NCc3ccc4c(c3)OCO4)o2)c1 ?
Giardia FBPA inh: 0%; Sm TGR block: 9%; AmpC inh detg: 3%; AMA1 RON2 block: -12%; AmpC no deterg: -19%; HCMV inh: -5

Results for O=C(N/N=C(\c1ccccc1)c1cccnc1)c1cc(O)ccc1O ?
Giardia FBPA inh: -25%; Sm TGR block: 40µM*; AmpC inh detg: 2%; AmpC no deterg: -29%; HCMV inh: -4

What do the screens show for `CC(C)NC(NC(=O)Cc1ccccc1)C(Cl)(Cl)Cl` (centres undefined)?
Giardia FBPA inh: -1%; Sm TGR block: 9%; AmpC inh detg: -3%; AMA1 RON2 block: 3%; AmpC no deterg: -17%; HCMV inh: -20

Results for COc1ccc(-n2c(=O)[nH]cc(C(=O)Nc3ccc4c(c3)OCCO4)c2=O)cc1 ?
Giardia FBPA inh: 4%; Sm TGR block: 1%; AmpC inh detg: -2%; AMA1 RON2 block: -7%; AmpC no deterg: -10%; HCMV inh: -9

How did COc1cccc(NC(=O)C(NC2CCCC2)c2ccccc2)c1 (centres undefined) do in these assays?
Giardia FBPA inh: 6%; Sm TGR block: -16%; AmpC inh detg: -6%; AMA1 RON2 block: -19%; AmpC no deterg: -25%; HCMV inh: -8

How did CCN1CCN(C(=O)Nc2ccc(OC)cc2OC)CC1 do in these assays?
Giardia FBPA inh: 2%; AmpC inh detg: 7%; AMA1 RON2 block: 1%; AmpC no deterg: -5%; HCMV inh: 6

What do the screens show for `CSc1ccccc1NC(=O)N1CCCC(C(=O)c2ccc3c(c2)OCO3)C1` (centres undefined)?
Giardia FBPA inh: 0%; Sm TGR block: -10%; AmpC inh detg: 0%; AMA1 RON2 block: -6%; AmpC no deterg: -39%; HCMV inh: inconclusive

What do the screens show for `O=c1c2ccccc2nc(-c2ccco2)n1-c1ccccn1`?
Giardia FBPA inh: -4%; Sm TGR block: -11%; AmpC inh detg: inconclusive; AMA1 RON2 block: -3%; AmpC no deterg: -11%; HCMV inh: 13

What do the screens show for `C/C(=N/NC(=O)c1ccc(C)s1)c1ccncc1`?
Giardia FBPA inh: -10%; Sm TGR block: -4%; AmpC inh detg: inconclusive; AMA1 RON2 block: 4%; AmpC no deterg: -40%; HCMV inh: 41

What do the screens show for `COC(=O)[C@@H](Cc1c[nH]c2ccccc12)NC(=O)CNC(=O)c1ccccc1OC`?
Giardia FBPA inh: 0%; Sm TGR block: -12%; AmpC inh detg: 1%; AMA1 RON2 block: -1%; AmpC no deterg: -9%; HCMV inh: 83

How did O=C(O)Cc1coc(-c2ccc(F)cc2)n1 do in these assays?
Giardia FBPA inh: 5%; Sm TGR block: -27%; AmpC inh detg: inconclusive; AMA1 RON2 block: 43%[activator]; AmpC no deterg: -18%; HCMV inh: 21

What do the screens show for `CCn1c(SCC(=O)c2ccc(O)c(O)c2)nnc1-c1ccccc1OC`?
Giardia FBPA inh: 3.2µM*; Sm TGR block: -12%; AmpC inh detg: -10%; AMA1 RON2 block: -12%; AmpC no deterg: -22%; HCMV inh: 0

How did Cn1c(NCCO)nc2c1c(=O)n(Cc1cccc(F)c1)c(=O)n2C do in these assays?
Sm TGR block: -2%; AmpC inh detg: 9%; HCMV inh: -4

How did CCOC(=O)CC1COCCN1C(=O)c1ccc2oc(Cc3ccccc3)nc2c1 (centres undefined) do in these assays?
Giardia FBPA inh: 1%; Sm TGR block: 5%; AmpC inh detg: inconclusive; AMA1 RON2 block: 3%; AmpC no deterg: 50%; HCMV inh: 17

What do the screens show for `COc1ccc(N2CCN(C(=O)C3=NNC(=O)CC3)CC2)cc1`?
Giardia FBPA inh: -6%; Sm TGR block: -5%; AmpC inh detg: -2%; AMA1 RON2 block: 1%; AmpC no deterg: -17%; HCMV inh: -5

What do the screens show for `CCCC1(c2ccccc2)NC(=O)N(CC(=O)c2[nH]c(C)c(C(=O)OCC)c2C)C1=O` (centres undefined)?
Giardia FBPA inh: -6%; Sm TGR block: -9%; AmpC inh detg: -2%; AMA1 RON2 block: 0%; AmpC no deterg: 5%; HCMV inh: 64

What do the screens show for `O=C(NCCCn1ccnc1)C1CC(c2cccc(Br)c2)=NO1` (centres undefined)?
Giardia FBPA inh: 2%; Sm TGR block: -8%; AmpC inh detg: inconclusive; AMA1 RON2 block: -6%; AmpC no deterg: -23%; HCMV inh: 25

How did COc1cccc2cc(S(=O)(=O)c3ccc(F)c(C)c3)c(=O)oc12 do in these assays?
Sm TGR block: 3%; AmpC inh detg: 11%; HCMV inh: 12

What do the screens show for `COc1cc(OC)c(/C=N/NC(=O)c2ccc([N+](=O)[O-])cc2)cc1Br`?
Giardia FBPA inh: -5%; Sm TGR block: 5%; AmpC inh detg: 1%; AMA1 RON2 block: -6%; AmpC no deterg: -11%; HCMV inh: -38

Results for Cc1cc(S(=O)(=O)NCc2ccc3c(c2)OCO3)ccc1F ?
Giardia FBPA inh: 4%; Sm TGR block: -5%; AmpC inh detg: -16%; AMA1 RON2 block: 4%; AmpC no deterg: -21%; HCMV inh: 17

What do the screens show for `COc1ccc(CN2CCNC(=O)C2CC(=O)N(C)CC2CCOCC2)cc1C` (centres undefined)?
Giardia FBPA inh: -20%; Sm TGR block: inconclusive; AmpC inh detg: -1%; AMA1 RON2 block: 10%; AmpC no deterg: 26%; HCMV inh: 12

How did COc1cccc(C(CC(=O)NCC2CCCO2)NS(=O)(=O)c2ccc(C)cc2)c1OC (centres undefined) do in these assays?
Giardia FBPA inh: 0%; Sm TGR block: 6%; AmpC inh detg: -2%; AMA1 RON2 block: 4%; AmpC no deterg: -4%; HCMV inh: -26

Results for Cc1cc(NC(=O)CCN2C(=O)c3ccccc3C2=O)no1 ?
Giardia FBPA inh: -6%[12.9 µM]; Sm TGR block: 13%; AmpC inh detg: -11%; AMA1 RON2 block: -3%; AmpC no deterg: -2%; HCMV inh: 11

What do the screens show for `Fc1ccccc1CNC(=S)Nc1ccc(Cl)cc1`?
Giardia FBPA inh: 0%; Sm TGR block: -13%; AmpC inh detg: -4%; AMA1 RON2 block: 14%; AmpC no deterg: -35%; HCMV inh: inconclusive

How did Cc1ccccc1COC[C@H](CC(C)C)N1CCN(C(=O)c2cccc(C(F)(F)F)c2)CCC1=O do in these assays?
Giardia FBPA inh: -2%; Sm TGR block: -4%; AmpC inh detg: inconclusive; AMA1 RON2 block: -5%; AmpC no deterg: 264%[activator]; HCMV inh: -21

How did CC(=O)c1ccc(NC(=O)c2nc(-c3ccccc3)n(-c3ccc(Cl)cc3)n2)cc1 do in these assays?
Sm TGR block: -15%; AmpC inh detg: -3%; HCMV inh: 7

How did Cc1cc(C)n2c(SC(C)C(=O)NC3(C#N)CCCCC3)nnc2n1 (centres undefined) do in these assays?
Sm TGR block: 0%; AmpC inh detg: -13%; AMA1 RON2 block: -11%; AmpC no deterg: -4%; HCMV inh: -17

What do the screens show for `O=C(COc1ccccc1)Nc1cccc(-c2cn3cccnc3n2)c1`?
Giardia FBPA inh: 9%; Sm TGR block: 2%&-13%; AmpC inh detg: -1%&-4%; AMA1 RON2 block: -11%; AmpC no deterg: -28%; HCMV inh: 28&-1

What do the screens show for `Cc1ccc(-n2nc3c(c2NC(=O)c2ccc(OC(C)C)cc2)CS(=O)C3)cc1` (centres undefined)?
Giardia FBPA inh: 10%; Sm TGR block: -1%; AmpC inh detg: -2%; AMA1 RON2 block: -1%; AmpC no deterg: -21%; HCMV inh: 8

What do the screens show for `Cc1cc(C)cc(C(=O)NCC(=O)OCC(=O)c2cc(C)n(CC(F)(F)F)c2C)c1`?
Giardia FBPA inh: 7%; Sm TGR block: -2%; AmpC inh detg: -9%; AMA1 RON2 block: inconclusive; AmpC no deterg: -10%; HCMV inh: -12

What do the screens show for `CN1CC=C(/C=C/c2ccc(-c3ccccc3)cc2)CC1`?
Giardia FBPA inh: -14%; Sm TGR block: -34%; AmpC inh detg: -12%; AMA1 RON2 block: -21%; AmpC no deterg: 100%[activator]

How did COC(=O)c1cc(OC)c(OC)cc1NC(=S)Nc1cc(Cl)ccc1OC do in these assays?
Giardia FBPA inh: -11%; Sm TGR block: 6%; AmpC inh detg: 7%; AMA1 RON2 block: 88%[activator]; AmpC no deterg: -2%; HCMV inh: -32
